Glioma ERSR ind – qHTS for Inducers of the Endoplasmic Reticulum Stress Response (ERSR) in Human Glioma: qHTS; U87-MG GRP78 promoter luciferase reporter, 16 h; Potency, µM, without a hit: at the top dose activation, actives largely listed as activators; hit rate 0.02% among 420,000; note: series mostly up to about 76 µM; % of control where 0% means no effect; nearly all actives have a fitted effect of over 35% in size
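Stably transfected U87-MG human glioma cells carrying a GRP78-based luminescent sensor were seeded at 1000 cells/well, pin-dosed with compounds and incubated 16 h. Luciferase reagent was then added, and end-point luminescence was read after 10 min at room temperature.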
Vif-APOBEC3F blk – qHTS for Inhibitors of Vif-A3F Interactions: qHTS; HeLa A3F-eYFP + Vif (tagged APOBEC3F with the HIV-1 protein that degrades it), YFP fluorescence increase; Potency, µM (highest dose often 46.1 µM), for the others: at the top dose activity, negative = active; hit rate 0.2% among 390,000; note: % of control where 0% means no effect; nearly all actives have a fitted effect of over 65% in size
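HeLa cells stably expressing A3F-eYFP plus Vif, plated and incubated overnight at 37 deg C, then exposed to compounds overnight at 37 deg C. Blocked degradation read as raised yellow fluorescence (Ex 488/Em 500-530).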
Vif-A3G inh – qHTS for Inhibitors of Vif-A3G Interactions: qHTS | HeLa A3G-eYFP + Vif (tagged APOBEC3G with the HIV-1 protein that degrades it), YFP fluorescence, overnight | DNA dC->dU-editing enzyme APOBEC-3G (Homo sapiens), Q9HC16 | Potency, µM (highest dose often 46.1 µM), for inactives: at the top dose activity, negative = active, most hits filed as inhibitors | AID 602310, 2012 | hit rate 0.076% among 410,000;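 note: % is set by controls: 0 for no effect and ±100 for the full control effect; nearly all actives have a fitted effect of over 60% in size; hits raise eYFP signal because A3G escapes Vif-driven loss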
Target sequence (Q9HC16 whole entry, looked up): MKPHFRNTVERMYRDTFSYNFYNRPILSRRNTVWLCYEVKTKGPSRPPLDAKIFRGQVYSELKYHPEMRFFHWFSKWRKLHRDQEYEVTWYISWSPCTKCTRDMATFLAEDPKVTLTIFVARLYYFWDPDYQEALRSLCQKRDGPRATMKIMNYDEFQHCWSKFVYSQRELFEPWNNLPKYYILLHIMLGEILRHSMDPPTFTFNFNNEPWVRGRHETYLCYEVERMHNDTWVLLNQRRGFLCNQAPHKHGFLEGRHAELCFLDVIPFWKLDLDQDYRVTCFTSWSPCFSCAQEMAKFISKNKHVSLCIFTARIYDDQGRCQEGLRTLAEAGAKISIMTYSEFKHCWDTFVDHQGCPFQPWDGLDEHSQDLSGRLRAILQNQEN
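HeLa cells stably expressing Vif and C-terminally eYFP-tagged A3G, seeded overnight at 37 deg C, then exposed to compound by pintool overnight at 37 deg C. Rise in yellow fluorescence (Ex 488/Em 500-530, Acumen) marks blocked Vif-driven A3G degradation.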
Active calls of the source: *; & = joins results of further samples. Calls come from the whole dose curve; as a rule, active = well fitted curve in the direction sought with a large enough effect; inconclusive = small, poorly fitted or top-dose-only effect, or another doubt; inactive = no such curve, though single readings can be large; an effect the other way counts as inactive or inconclusive. Potency is the fitted concentration of half-maximal effect.

What do the screens show for `C=C[C@](C)(CC[C@@]1(C)C(C)CC(OC2OC(C)C(OC3OC(COC(C)=O)C(O)C(O)C3O)C(O)C2O)[C@@]2(C)C(C)=CCCC12)OC1OC(C)C(O[C@@H]2O[C@@H](C)C(O)C(O)[C@H]2O)C(O)C1O` (stereo partly specified)?
Glioma ERSR ind: -1%; Vif-APOBEC3F blk: -2%; Vif-A3G inh: 0%

What do the screens show for `CN(C)C(=O)CCc1ccc2c3c([nH]c2c1)[C@]1(CCC2CCCC2)[C@@H](C(=O)N2CCOCC2)C[C@H](CC(=O)NCCC2=CCCCC2)C(=O)N1CC3`?
Glioma ERSR ind: 6%; Vif-APOBEC3F blk: inconclusive; Vif-A3G inh: inconclusive

What do the screens show for `CC(C)(C)N1[C@@H](CC(=O)O)c2cc(C(F)(F)F)ccc2S1(=O)=O`?
Glioma ERSR ind: -5%&-4%; Vif-APOBEC3F blk: -4%; Vif-A3G inh: 3%&-1%

Results for O=S1(=O)CCOC[C@H](Cc2ccccc2)N1Cc1cccc(Cl)c1 ?
Glioma ERSR ind: -5%; Vif-APOBEC3F blk: 4%; Vif-A3G inh: 0%

How did C=CCC[C@@H](Cc1ccc(F)cc1)C(=O)O[C@H](CNC(=O)[C@H](CC=C)CC(=O)N(CCO)Cc1ccccc1)c1ccccc1 do in these assays?
Glioma ERSR ind: -2%; Vif-APOBEC3F blk: 3%; Vif-A3G inh: -15%

What do the screens show for `COC(=O)c1c(-c2ccc(OC)cc2)sc2ccc(N3CCOCC3)cc12`?
Glioma ERSR ind: 2%; Vif-APOBEC3F blk: -1%; Vif-A3G inh: 0%

What do the screens show for `CC(C)(C)NC(=O)C(c1ccc(-c2ccccc2)cc1)N(C[C@H]1CC[C@@H]([C@@H]2CC[C@H](CO)O2)O1)C(=O)c1ccccc1F` (stereo partly specified)?
Glioma ERSR ind: 5%; Vif-APOBEC3F blk: -4%; Vif-A3G inh: 3%

How did O=C1CC[C@@H]2CC3(C[C@@H]4CCN1[C@H]24)Nc1cc(Cl)ccc1NC3=NC1CCCCC1 (stereo partly specified) do in these assays?
Glioma ERSR ind: 9%; Vif-APOBEC3F blk: -2%; Vif-A3G inh: 1%

What do the screens show for `CC(C)N(C(=O)[C@H]1C[C@H](CC(=O)NCC23CC4CC(CC(C4)C2)C3)C(=O)N2CCc3c([nH]c4ccc(Cl)cc34)[C@]12C)C(C)C`?
Glioma ERSR ind: 1%; Vif-APOBEC3F blk: inconclusive; Vif-A3G inh: -2%

Results for O=C(Cc1cccc(NC(=O)C2CCN(C(=O)C3CCC3)CC2)c1)Nc1cccc(C(=O)N2CCOCC2)c1 ?
Glioma ERSR ind: -4%; Vif-APOBEC3F blk: 0%; Vif-A3G inh: -1%

How did C[C@H](CO)N1C[C@H](C)[C@@H](CN(C)S(C)(=O)=O)Oc2ccc(NS(=O)(=O)c3ccccc3)cc2C1=O do in these assays?
Glioma ERSR ind: 0%; Vif-APOBEC3F blk: 3%; Vif-A3G inh: 2%

How did C[C@@H]1CN([C@@H](C)CO)C(=O)c2cc(NC(=O)C3CC3)ccc2O[C@@H]1CN(C)Cc1ccc(Cl)c(Cl)c1 do in these assays?
Glioma ERSR ind: -3%; Vif-APOBEC3F blk: -2%; Vif-A3G inh: -1%

How did COC(=O)[C@]1(C)N[C@H](CN(C)C(=O)Nc2ccccc2)[C@@H]2C(=O)N(Cc3ccccc3)C(=O)[C@@H]21 do in these assays?
Glioma ERSR ind: 2%; Vif-APOBEC3F blk: 5%; Vif-A3G inh: -2%

What do the screens show for `CC[C@@H](C)[C@@H]1CN([C@@H](C)CN2CCC[C@H]2CN2C(N)=NC[C@H]2CC(C)C)C(=N)N1CCCC1CCCC1`?
Glioma ERSR ind: -1%; Vif-APOBEC3F blk: -5%; Vif-A3G inh: 1%

How did COc1ccc(CNC(=O)C[C@H]2C[C@H](C(=O)N3CCOCC3)[C@@]3(CCC4CCCC4)c4[nH]c5cc(CCC(=O)N(C)C)ccc5c4CCN3C2=O)cc1OC do in these assays?
Glioma ERSR ind: 3%; Vif-APOBEC3F blk: -2%; Vif-A3G inh: -1%

How did C=C1CC[C@@H]2[C@](C)(CCC[C@@]2(C)/C=C/[C@@H](O)C(C)(C)O)[C@H]1CC(=O)NCCS(=O)(=O)O do in these assays?
Glioma ERSR ind: 0%; Vif-APOBEC3F blk: 2%; Vif-A3G inh: -7%

Results for CCCCC(CC)C(=O)O (stereo unspecified) ?
Glioma ERSR ind: -3%; Vif-APOBEC3F blk: -4%; Vif-A3G inh: 1%

Results for O=C1OC[C@H]2CCCC[C@@H](CO)ON12 ?
Glioma ERSR ind: -3%; Vif-APOBEC3F blk: 2%; Vif-A3G inh: -4%

What do the screens show for `COC(=O)[C@@]1(C)[C@H]2C(=O)N(Cc3ccccc3)C(=O)[C@H]2[C@H]2CN=C(SCc3ccccc3)N21`?
Glioma ERSR ind: -3%; Vif-APOBEC3F blk: 4%; Vif-A3G inh: 0%

What do the screens show for `CCO[C@@H]1OC(C(=O)Nc2ccccc2)=C[C@H](C)[C@H]1CCCO`?
Glioma ERSR ind: -4%; Vif-APOBEC3F blk: -4%; Vif-A3G inh: 1%

Results for C=CCN1C=CC(=O)[C@@H](OC(=O)Nc2ccc(Br)cc2)[C@H]1c1ccccc1Br ?
Glioma ERSR ind: -3%; Vif-APOBEC3F blk: -5%; Vif-A3G inh: -2%

How did CCN(C[C@H]1N[C@@](Cc2ccccc2)(C(=O)OC)[C@H]2C(=O)N(Cc3ccccc3)C(=O)[C@@H]12)S(=O)(=O)c1ccc(C(C)(C)C)cc1 do in these assays?
Glioma ERSR ind: -2%; Vif-APOBEC3F blk: 1%; Vif-A3G inh: -1%

How did CC(=O)N1[C@H](C)C=C[C@]1(Cc1ccccc1)C(=O)NCCN1CCOCC1 do in these assays?
Glioma ERSR ind: -3%; Vif-APOBEC3F blk: 3%; Vif-A3G inh: 0%

How did C/C=C1\COC(C(=O)NCc2cccc(OC)c2OC)(C(F)(F)F)C=C1C=C1CCCCC1 (stereo unspecified) do in these assays?
Glioma ERSR ind: 0%&-6%; Vif-APOBEC3F blk: 1%; Vif-A3G inh: 0%&2%

What do the screens show for `CCN1C(=O)N(C)[C@@H](c2ccccc2)C(C(C)=O)=C1C`?
Glioma ERSR ind: -5%; Vif-APOBEC3F blk: 3%; Vif-A3G inh: 4%

How did C[C@@]12CCC[C@H](O1)[C@@H]([C@H](O)c1ccccc1)O2 do in these assays?
Glioma ERSR ind: -3%; Vif-APOBEC3F blk: -7%; Vif-A3G inh: 1%

Results for COc1ccc(C2/C=C\CN(CC(C)C)CC(=O)N2Cc2cccc(F)c2)cc1 (stereo unspecified) ?
Glioma ERSR ind: -3%&-4%; Vif-APOBEC3F blk: 11%; Vif-A3G inh: -1%

What do the screens show for `CSc1nc(N)nc2c1ncn2CC(=O)NCCNc1ccc([N+](=O)[O-])cn1`?
Glioma ERSR ind: -4%; Vif-APOBEC3F blk: -3%; Vif-A3G inh: 1%

How did O=C1OCCN1C(=O)[C@H]1[C@H](c2ccccc2)C(c2ccc(F)cc2)=NN1c1ccccc1 do in these assays?
Glioma ERSR ind: -2%&-8%; Vif-APOBEC3F blk: 4%; Vif-A3G inh: -12%

How did C#Cc1ccc([C@H]2C=C(C(=O)NCc3nc4ccccc4[nH]3)O[C@@H](OCC)[C@@H]2CCCO)cc1 do in these assays?
Glioma ERSR ind: -7%; Vif-APOBEC3F blk: -4%; Vif-A3G inh: -6%

3 compounds already listed, ordered by count of non-hydrogen atoms, ascending.
What do the screens show for `CSc1nc(N)nc2c1ncn2CC(=O)NCCNc1ccc([N+](=O)[O-])cn1`?
Glioma ERSR ind: -4%; Vif-APOBEC3F blk: -3%; Vif-A3G inh: 1%

Results for COc1ccc(C2/C=C\CN(CC(C)C)CC(=O)N2Cc2cccc(F)c2)cc1 (stereo unspecified) ?
Glioma ERSR ind: -3%&-4%; Vif-APOBEC3F blk: 11%; Vif-A3G inh: -1%

How did C#Cc1ccc([C@H]2C=C(C(=O)NCc3nc4ccccc4[nH]3)O[C@@H](OCC)[C@@H]2CCCO)cc1 do in these assays?
Glioma ERSR ind: -7%; Vif-APOBEC3F blk: -4%; Vif-A3G inh: -6%

(cont.)
How did COc1ccc(CN(C)CCCn2cnc3c(OCc4ccccc4)ncnc32)cc1OC do in these assays?
Glioma ERSR ind: -2%; Vif-APOBEC3F blk: 2%; Vif-A3G inh: -2%

What do the screens show for `O=c1[nH]ccc2c(O)cccc12`?
Glioma ERSR ind: -5%&-2%; Vif-APOBEC3F blk: -1%; Vif-A3G inh: -3%

How did COc1ccc(C2=NOC(Cn3nc(-c4ccccc4)cc3C(=O)NCc3ccccc3OC)C2)cc1 (stereo unspecified) do in these assays?
Glioma ERSR ind: 0%; Vif-APOBEC3F blk: 5%; Vif-A3G inh: 2%

Results for C=CC[C@H](CC(=O)NCCO)C(=O)N[C@H](COC(=O)[C@H](CC=C)CC(=O)OC(C)(C)C)Cc1c[nH]c2ccccc12 ?
Glioma ERSR ind: 0%; Vif-APOBEC3F blk: 3%; Vif-A3G inh: 1%

How did NC(=O)C1CCN(c2ccc3c(c2)S(=O)(=O)c2ccccc2C3=O)CC1 do in these assays?
Glioma ERSR ind: -1%; Vif-APOBEC3F blk: 7%; Vif-A3G inh: -7%

Results for COc1ccc(CNCCS(=O)(=O)NN2CCOCC2)cc1 ?
Glioma ERSR ind: -2%; Vif-APOBEC3F blk: -7%; Vif-A3G inh: 0%

How did CC(C)N(C(=O)[C@H]1CC(CC(=O)NCCN2CCOCC2)C(=O)N2CCc3c([nH]c4ccccc34)[C@]12C)C(C)C (stereo partly specified) do in these assays?
Glioma ERSR ind: -1%; Vif-APOBEC3F blk: 0%; Vif-A3G inh: -2%

How did C[C@H](NC(=O)CCC1CCC(=O)N1)c1ccccc1 (stereo partly specified) do in these assays?
Glioma ERSR ind: -3%; Vif-APOBEC3F blk: -2%; Vif-A3G inh: -1%

How did C=CCN1C=C(C(C)=O)C(=O)CC1 do in these assays?
Glioma ERSR ind: -4%; Vif-APOBEC3F blk: 1%; Vif-A3G inh: -8%

What do the screens show for `C[C@@H]1CN([C@H](C)CO)C(=O)c2cc(NC(=O)Nc3cccc4ccccc34)ccc2O[C@H]1CN(C)Cc1ccc(C(F)(F)F)cc1`?
Glioma ERSR ind: -1%; Vif-APOBEC3F blk: -1%; Vif-A3G inh: -13%

Results for Cc1cccc(-c2ccc3c(c2)C2CC3CCN2C(=O)OCc2ccccc2)c1 (stereo unspecified) ?
Glioma ERSR ind: 1%; Vif-APOBEC3F blk: -4%; Vif-A3G inh: -2%

How did CC1(C)Oc2cc3oc(=O)ccc3cc2C[C@@H]1O do in these assays?
Glioma ERSR ind: 0%; Vif-APOBEC3F blk: -2%; Vif-A3G inh: -3%

What do the screens show for `COC(=O)[C@@]12CCCN1[C@H](c1ccc(-c3ccc4c(c3)OCO4)cc1)[C@H]1C(=O)N(C)C(=O)[C@H]12`?
Glioma ERSR ind: -4%; Vif-APOBEC3F blk: -2%; Vif-A3G inh: 3%

How did COc1cc(OC)c2c(-c3cccc(-c4ccc(O)cc4)c3)cc(=O)oc2c1 do in these assays?
Glioma ERSR ind: -3%&-6%; Vif-APOBEC3F blk: 0%; Vif-A3G inh: inconclusive

What do the screens show for `Cc1noc(C)c1NC(=O)Nc1ccc2c(c1)C(=O)N([C@H](C)CO)C[C@H](C)[C@@H](CN(C)C(=O)Nc1ccc(C(F)(F)F)cc1)O2`?
Glioma ERSR ind: -2%; Vif-APOBEC3F blk: 5%; Vif-A3G inh: 6%

Results for COC(=O)[C@H](Cc1c[nH]c2ccccc12)NCc1cccc(B(O)O)c1 ?
Glioma ERSR ind: 3%; Vif-APOBEC3F blk: 0%; Vif-A3G inh: -2%

How did COC(=O)[C@@H](CC(C)C)N(Cc1ccccc1)S(=O)(=O)N(Cc1ccccc1)[C@@H](CC(C)C)C(=O)OC do in these assays?
Glioma ERSR ind: 3%&-2%; Vif-APOBEC3F blk: -1%; Vif-A3G inh: 1%&-1%

What do the screens show for `CCN(C[C@H]1N[C@@](C)(C(=O)OC)[C@H]2C(=O)N(C)C(=O)[C@@H]12)S(=O)(=O)c1ccccc1`?
Glioma ERSR ind: -2%; Vif-APOBEC3F blk: 7%; Vif-A3G inh: 3%

Results for CC(C)CN1CCC(CN2CCNC(=O)C2=O)CC1 ?
Glioma ERSR ind: -4%; Vif-APOBEC3F blk: -8%; Vif-A3G inh: -7%

How did C[C@@H]1CN([C@H](C)CO)C(=O)Cc2cc(NC(=O)Cn3cnnn3)ccc2O[C@@H]1CN(C)Cc1ccc(Cl)c(Cl)c1 do in these assays?
Glioma ERSR ind: 0%; Vif-APOBEC3F blk: 5%; Vif-A3G inh: -6%

High-throughput results as filed in PubChem.

These rows are one share of the data; the hit share may differ from the screen's.
